# Assay outcomes: PubChem BioAssay, several laboratories
# Kir21 inh – inhibitors of mouse Kir2.1 inward-rectifier potassium channel | P35561 | HEK293-Kir2.1, FluxOR thallium flux fluorescence; hits give low values | B-score at 10 µM | actives 0.85% (n = 310,000);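 active means fluorescence ratio B-score at or below minus 3 SD of library scores, with starting-brightness B-score within 2 SD, cut at about -4.2 in these data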;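 further: channel flux triggered by added potassium and thallium sulfate stimulus; B-score of peak minus minimum fluorescence over baseline after thallium stimulus; more negative B-score means stronger Kir2.1 block with less thallium influx; some compounds called inactive have numbers as strong as hits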
# KCNQ2 block – KCNQ2 channel blockers in CHO-K1 cells – cell-based, FluxOR thallium flux, B-score, primary screen (AID 2156); O88943; actives 1.1% (n = 310,000); 20 min; hits give low values; B-score at 10 µM;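 active means fluorescence ratio B-score at most minus 3 library SDs, with starting brightness B-score within 2 library SDs, cut at about -5.5 in these data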
# Target sequence (O88943 whole entry, looked up): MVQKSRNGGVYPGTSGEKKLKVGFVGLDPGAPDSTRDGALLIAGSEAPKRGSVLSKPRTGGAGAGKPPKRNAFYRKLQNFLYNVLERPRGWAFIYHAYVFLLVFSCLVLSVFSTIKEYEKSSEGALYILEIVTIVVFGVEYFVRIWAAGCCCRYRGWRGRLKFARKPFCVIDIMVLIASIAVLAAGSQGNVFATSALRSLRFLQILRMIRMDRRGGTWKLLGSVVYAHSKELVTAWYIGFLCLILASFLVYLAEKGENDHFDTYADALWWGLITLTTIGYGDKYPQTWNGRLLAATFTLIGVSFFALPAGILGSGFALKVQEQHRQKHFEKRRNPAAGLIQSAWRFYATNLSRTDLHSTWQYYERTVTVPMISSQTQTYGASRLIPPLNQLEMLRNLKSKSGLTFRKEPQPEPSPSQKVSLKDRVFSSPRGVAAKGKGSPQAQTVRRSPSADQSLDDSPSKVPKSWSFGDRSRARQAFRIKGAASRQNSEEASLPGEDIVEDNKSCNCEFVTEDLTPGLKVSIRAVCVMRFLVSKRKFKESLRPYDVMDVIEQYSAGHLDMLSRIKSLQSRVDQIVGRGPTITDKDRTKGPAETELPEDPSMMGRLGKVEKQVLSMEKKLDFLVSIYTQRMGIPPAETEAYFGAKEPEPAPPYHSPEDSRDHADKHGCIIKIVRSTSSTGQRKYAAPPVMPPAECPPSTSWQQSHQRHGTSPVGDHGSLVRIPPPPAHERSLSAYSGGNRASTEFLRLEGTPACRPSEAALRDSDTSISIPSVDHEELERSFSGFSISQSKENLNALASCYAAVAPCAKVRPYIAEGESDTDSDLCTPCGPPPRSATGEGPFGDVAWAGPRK
# STK33 kinase inh – inhibitors of human STK33 kinase | purified STK33, MBP phosphorylation, ADP-Glo luminescence | inhibition, % at 10 µM | actives 0.073% (n = 320,000) | Q9BYT3;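 active means inhibition at or above 25%, using the most active replicate where run in duplicate; inactive means inhibition below 25%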
# * marks the source's active call; other numbers are inactive results; i = inactive; x = not tested or not shown.
# Value order – Kir21 inh, KCNQ2 block, STK33 kinase inh
- O=[N+]([O-])c1ccc(Nc2ccccc2)cc1
    0.22, i, 0.6
- Clc1ccc(-c2nc3ccc(Cl)cn3c2CN2CCOCC2)cc1
    -0.73, i, -0.2
- COc1ccc(CN2CCCC(C(=O)c3ccc(Cl)cc3)C2)c(O)c1 (configuration not stated)
    -10.5*, i, 0.4
- N[C@@H](Cc1ccccc1)C(=O)N1C[C@H]2C[C@@H](C1)c1cccc(=O)n1C2
    -0.01, i, -1.0
- Cc1ccccc1N1CCN(C2CCCN(C(=O)COc3ccccc3)C2)CC1 (configuration not stated)
    0, i, -1.2
- COc1cccc(CN2CCNCC2)c1OC
    1.21, i, -0.5
- Cc1ccc(N2C(=O)NC(=O)/C(=C\c3cc(C)n(-c4sc5c(c4C#N)CCCC5)c3C)C2=O)cc1
    -0.01, i, -1.1
- C=CCN1C(=O)NC(=O)/C(=C/c2ccc(N(C)C)c(Br)c2)C1=O
    -0.78, i, -1.4
- O=C(c1cc(F)ccc1F)C1CCCN(Cc2cc(Cl)ccc2O)C1 (configuration not stated)
    -1.51, i, x
- CC(C)Cc1nnc(NC(=O)CCC(=O)N2CCN(CCOC(c3ccccc3)c3ccccc3)CC2)s1
    -0.42, i, 0.4
- CC1N=C(c2ccccc2)c2cc(Br)ccc2NC1=O (configuration not stated)
    -0.73, i, -0.1
- COc1ccccc1-n1c(-c2ccccc2Cl)nc2ccccc2c1=O
    -0.08, i, 1.1
- ClCCNc1nc2ccc(Cl)cc2[nH]1
    0, i, 0.8
- C[C@@H]1CC[C@H]2[C@@H](C)C(=O)O[C@@H]3O[C@@]4(C)CC[C@@H]1[C@]32OO4
    -0.59, i, -3.4
- O=[N+]([O-])c1ccc(-c2ccccc2)c([As](=O)(O)O)c1
    -1.18, i, -2.9
- N=c1c2c(n(Cc3ccc(Cl)cc3Cl)c3c1CCC3)CCCC2
    -0.4, i, -1.2
- COC(=O)C1=C(c2ccccc2)C[C@@H]2CC[C@H]1N2C(=O)NCc1ccco1
    -0.88, i, 1.2
- O=C1NC(=O)C(C/C=C/c2ccccc2)C(=O)N1
    -0.45, i, 0.4
- Cc1ncc([N+](=O)[O-])n1CCOC(N)=O
    0.82, i, 0.6
- COc1cccc(-c2cc(C(F)(F)F)n3nc(C(=O)N4CCC5(CC4)OCCO5)cc3n2)c1
    1.77, i, -0.5
- COc1ccc(-c2cc(=O)oc3c(C)c(OC(C)C(=O)N4C[C@H]5C[C@@H](C4)c4cccc(=O)n4C5)ccc23)cc1 (some centres not stated)
    -0.69, i, -1.1
- O=c1c2ccccc2nc(/C=C/c2ccccc2)n1-c1ccc(O)cc1
    -2.77, i, -0.3
- Cc1nc2ccccc2c(=O)n1-c1ccc(-c2ccccc2)cc1
    1.29, i, 0.3
- O=C1C(=O)c2cccc3cccc1c23
    -1.23, i, -1.2
- Cc1ccc2c(c1)C1CN(C)CCC1N2C(=O)Cc1cccs1 (configuration not stated)
    0.9, i, 0.3
- COC(=O)C1C(OC(=O)c2ccccc2)CC2CCC1N2C (configuration not stated)
    -0.94, i, -1.9
- COc1ccccc1-n1c(-c2ccc(C)cc2)nc2ccccc2c1=O
    -1.69, i, x
- O=C1CC[C@@]2(O)[C@H]3Cc4ccc(O)c5c4[C@@]2(CCN3CC2CC2)[C@H]1O5
    1.26, i, -1.0
- CCCc1cc(=O)oc2cc(OCC(=O)N3CCC(C(=O)O)(c4ccccc4)CC3)ccc12
    -0.11, i, 0.4
- O=c1[nH]c(=O)n(-c2cccc(Cl)c2)c(O)c1/C=N/c1ccccn1
    0.61, i, -2.0
- CC[N+](CC)(CC)CCCOC(=O)C(O)(c1ccccc1)C1CCCCC1 (configuration not stated)
    2.2, i, -0.3
- COCCCNC(=O)Cn1cc(/C=C2\C(=O)NC(=O)N(c3ccccc3F)C2=O)c2ccccc21
    -1.02, i, -1.5
- O=c1cccc2n1CC1CC2CN(c2ncnc3c2cnn3-c2ccccc2)C1 (configuration not stated)
    -0.4, i, -1.7
- CN(C)C(=O)Oc1ccc(OCc2n(C)c3ccccc3[n+]2C)cc1
    -0.99, i, 0.1
- CC(N)Cc1cn(Cc2ccccc2)c2ccccc12 (configuration not stated)
    -0.78, i, 0.0
- CC1(C)C2CC=C(CN3CCOCC3)C1C2 (configuration not stated)
    0.78, i, -1.6
- CCOC(=O)c1c(C)n(Cc2ccccc2)c2ccc(OCC(O)Cn3nc(C)nc3C)cc12 (configuration not stated)
    -0.05, i, -1.7
- Cc1cc(C(=O)Nc2ccccc2)nn1C(C)(C)C
    -0.01, i, 0.1
- Cc1ccc(N2C(=O)NC(=O)/C(=C\c3cnc(-c4ccccc4)nc3)C2=O)cc1
    -0.26, i, -0.6
- CC(=NCc1cccnc1)c1c(O)n(-c2ccc(C)cc2)c(=O)[nH]c1=O
    0.09, i, -0.7

# Part of the list above, as tab-separated lines.
SMILES	Kir21 inh	KCNQ2 block	STK33 kinase inh
O=c1c2ccccc2nc(/C=C/c2ccccc2)n1-c1ccc(O)cc1	-2.77	i	-0.3
Cc1nc2ccccc2c(=O)n1-c1ccc(-c2ccccc2)cc1	1.29	i	0.3
O=C1C(=O)c2cccc3cccc1c23	-1.23	i	-1.2
Cc1ccc2c(c1)C1CN(C)CCC1N2C(=O)Cc1cccs1 (configuration not stated)	0.9	i	0.3
COC(=O)C1C(OC(=O)c2ccccc2)CC2CCC1N2C (configuration not stated)	-0.94	i	-1.9
COc1ccccc1-n1c(-c2ccc(C)cc2)nc2ccccc2c1=O	-1.69	i	x

# New compounds follow.
# Value order – Kir21 inh, KCNQ2 block, STK33 kinase inh
- COc1cc(C(=O)N/N=C/C23CC[C@@H](O)CC2(O)CC[C@@H]2[C@@H]3CCC3(C)C(C4=CC(=O)OC4)CCC23O)ccc1O (some centres not stated)
    -0.07, i, -0.6
- Cn1c(O)c(/C=C/C=Nc2ccccc2)c(=O)n(C)c1=S
    -2.19, i, -0.9
- CC(=O)Nc1ccc(OCCF)cc1
    0.96, i, 0.9
- Brc1ccccc1CNCCc1ccc2c(c1)OCO2
    -1.12, i, -0.9
- CCC(=NCC1CCCO1)c1c(O)n(-c2ccccc2C)c(=O)[nH]c1=O (configuration not stated)
    -0.23, i, -1.9
- COc1ccc(Br)cc1CNCCc1ccc2c(c1)OCO2
    -4.51*, i, -2.6
- O=C1NC(=O)C(=Cc2ccc(-c3ccc(F)cc3O)o2)C(=O)N1
    0.6, i, -0.2
- CCN(CC)C(=O)c1ccc(NC(=O)COc2ccc(-c3nn(C)c(=O)c4ccccc34)cc2)cc1
    -0.3, i, 0.0
- C=CCn1cc(C=C2C(=O)NC(=O)NC2=O)c2ccccc21
    0.39, i, -0.3
- Oc1ccc(Cl)cc1CN1CCN(Cc2ccccc2)CC1
    -2.7, i, -3.9
- O=S(=O)(c1ccc(Cl)cc1Cl)N1CCCC1c1cccnc1 (configuration not stated)
    -2.75, i, -1.0
- CCOC(=O)Cn1cc(C(=O)c2ccccc2)c2ccccc21
    2.11, i, 0.9
- O=C(Nc1ccc(C(F)(F)F)cc1)OC1CN2CCC1CC2 (configuration not stated)
    0.82, i, -0.2
- COc1ccc(C(=O)C2CCCN(CCO)C2)c(C)c1 (configuration not stated)
    0.04, i, -0.5
- N=C1c2ccccc2CN1c1ccc(F)c([N+](=O)[O-])c1
    -0.53, i, -0.6
- O=C(CCCN1CCC2(CC1)C(=O)NCN2c1ccccc1)c1ccc(F)cc1
    -0.38, i, -1.6
- Cc1nn(Cc2ccccc2)c(Cl)c1C(=O)Nc1ccc(OC(F)(F)F)cc1
    0.14, i, -1.5
- CC[N+](C)(CC)CCCCOc1ccc2c(c1)C(=O)c1cc(OCCCC[N+](C)(CC)CC)ccc1-2
    -0.8, i, 0.0
- O=C(CCC(=O)N1CCC2(CC1)OCCO2)Nc1nnc(C2CCCCC2)s1
    0.68, i, -2.4
- CC(C)CNC(=O)c1c(N)n(Cc2ccc3c(c2)OCO3)c2nc3ccccc3nc12
    2.36, i, -0.9
- C=CCn1c(O)c(C(CC)=Nc2ccc(N(C)C)cc2)c(=O)[nH]c1=O
    -0.07, i, -0.5
- CC12CC[C@H]3[C@@H](CCC4(O)C[C@H](O)CCC34/C=N/NC(=O)Cc3ccccc3)C1(O)CCC2C1=CC(=O)OC1 (some centres not stated)
    1.55, i, -0.2
- CN1C(=O)C(=Cc2ccc(-c3cccc(Cl)c3)o2)C(=O)N(C)C1=O
    -0.82, i, -1.3
- C=CCn1c(O)c(/C(CC)=N/NC(=S)Nc2ccccc2)c(=O)[nH]c1=O
    -0.93, i, 1.3
- COc1cccc(NP(=O)(Oc2ccccc2)Oc2ccccc2)c1
    -0.66, i, -0.8
- CC(C)(C)c1ccc(CN2C(=O)CN=C(c3ccccc3)c3ccccc32)cc1
    0.22, -6.95*, -1.8
- COc1ccc(C2N3CC(C)(C)CN23)cc1 (configuration not stated)
    2.01, i, -1.3
- O=C(Cn1ncc2ccccc21)N1CCC2(CC1)OCCO2
    1.14, i, 1.5
- OC(Cc1ccccc1)(c1ccccc1)C1CN2CCC1CC2 (configuration not stated)
    -1.2, i, -1.9
- c1ccc([C@@H]2CO2)cc1
    -0.1, i, -1.8
- CCN1C[C@]2(COC)CC[C@H](O)[C@@]34C5C[C@@H]6[C@@H](OC)C[C@@](O)(C5[C@H]6O)[C@](O)([C@@H](OC)C23)[C@@H]14 (some centres not stated)
    2.29, i, 0.0
- CCOc1cc2c(cc1OCC)-n1cccc1C(c1ccccc1OC)NC2 (configuration not stated)
    -2.82, i, 0.5
- CC(C)C12CN3CC(C(C)C)(CN(C1)C3c1cccnc1)C2=O (configuration not stated)
    0.06, i, -1.7
- CCNC(=O)[C@H]1O[C@@H](n2cnc3c(N)ncnc32)[C@H](O)[C@@H]1O
    0.46, i, 1.8
- O=c1[nH]c(=S)[nH]c(O)c1N=Nc1cccc(S(=O)(=O)N2CCOCC2)c1
    2.13, i, 0.0
- COC(=O)CN1C(=O)C2(C(C(=O)OC)=C(N)Oc3ccccc32)C2=C1CC(C)(C)CC2=O (configuration not stated)
    2.69, i, -3.7
- O=C1CC(N2CCC(n3c(=O)[nH]c4ccccc43)CC2)C(=O)N1Cc1ccccc1 (configuration not stated)
    0.6, i, -1.6
- COC(=O)C1=C(c2cc3ccccc3o2)C[C@@H]2CC[C@H]1N2C(=O)NCCNC(C)=O
    -0.18, i, -0.9
- COCCNC(=O)Cn1cc(C=C2C(=O)NC(=O)NC2=O)c2ccccc21
    -0.74, i, 0.6
- CCOc1ccc2nc(N3CCC(C(=O)N4CCC5(CC4)OCCO5)CC3)sc2c1
    0.9, i, -0.6

# 2 entries drawn at random from the list so far, as already listed:
# Value order – Kir21 inh, KCNQ2 block, STK33 kinase inh
- c1ccc([C@@H]2CO2)cc1
    -0.1, i, -1.8
- COC(=O)C1=C(c2ccccc2)C[C@@H]2CC[C@H]1N2C(=O)NCc1ccco1
    -0.88, i, 1.2

# Continuation.
# Value order – Kir21 inh, KCNQ2 block, STK33 kinase inh
- Cc1ccc(N2C(=O)NC(=O)/C(=C\C=C\c3ccco3)C2=O)cc1
    0.58, i, -1.0
- Cc1ccc2c(c1)N(C(=O)CCC(=O)N1CCC3(CC1)OCCO3)CCO2
    1.25, i, -1.2
- NC(=O)c1ccc(C(=O)Nc2ccc([As](=O)(O)O)cc2)cc1
    -2.13, i, -0.4
- CCOc1ccccc1N=C1SCCCN1C
    -1.62, i, -0.4
- O=c1[nH]c(=S)n(-c2ccc(F)cc2)c(O)c1/C=N/N1CCOCC1
    -0.12, i, -0.5
- COC(=O)c1ccc(N2CCN(C)CC2)c([N+](=O)[O-])c1
    -0.22, i, -0.2
- CN1CCCC1C(O)(c1ccccc1)c1ccccc1 (configuration not stated)
    0.3, i, -0.4
- O=C(CN1CCN(Cc2cccc(Cl)c2)C1=O)N1CCC2(CC1)OCCO2
    0.79, i, -1.7
- FC(F)(F)C1=NC(C(F)(F)F)=NP(N2CCOCC2)(N2CCOCC2)=N1
    0.31, i, x
- O=C(O)C12C3CCCC1C32c1ccccc1 (configuration not stated)
    -0.13, i, -0.2
- CC(C)n1c(=O)c(C=Nc2ccc(F)cc2)c(O)n(Cc2ccco2)c1=O
    0.49, i, 0.8
- COc1ccc2oc3c(c2c1)NC(=O)CN=C3c1ccccc1
    -0.06, i, 0.3
- CN1C(=O)/C(=C\c2ccc(N3CCCCC3)o2)C(=O)NC1=S
    -0.68, i, -1.1
- O=C1CCN(C(=O)C(Cl)Cl)N1
    0.27, i, -2.6
- O=P(Nc1ccccc1Cl)(c1ccccc1)c1nc2c(s1)CCCC2 (configuration not stated)
    -0.39, i, 1.1
- COc1ccc(CNCC(=O)N2CCC3(CC2)OCCO3)cc1
    -0.63, i, 0.5
- CCCCn1c(O)c(C(CC)=NCCN2CCOCC2)c(=O)[nH]c1=O
    0.18, i, -0.1
- COc1ccc(OC)c(N=Cc2c(O)n(Cc3ccccc3)c(=S)[nH]c2=O)c1
    -0.21, i, -1.2
- O=c1[nH]c(=O)n(Cc2ccco2)c(O)c1C=NCCN1CCNCC1
    1.58, i, -3.0
- CC(C)c1ccc(N2C(=O)CC(=O)NC2=O)cc1
    -0.49, i, -0.3
- CCN(CC)P(=O)(c1nccn1C)N(CC)CC
    -0.38, i, 0.4
- Nc1nc(SCCC(F)=C(F)F)n[nH]1
    -1.17, i, 0.0
- CCN(CC)C(=O)c1ccc(NC(=S)NC(=O)CCc2ccccc2)cc1
    0.01, i, 0.0

# This is a subset; rates above refer to the full screens.
